TEAD-YAP inh: TEAD-YAP interaction inhibition; 1.4% of 640,000 active; inhibition, % at 9.12 µM; HEK-TIYL cells, TEAD-Gal4/YAP UAS-luciferase luminescence; in the data active means inhibition above about 32%;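 further: 0% = median of test compound wells and 100% = reference inhibitor wells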
GPR151 ag: activators of human GPR151. PathHunter beta-arrestin GPR151 cells, luminescence. 1% of 650,000 active. AID 1508602. Q8TDV0. activation, % at 11.2 µM; in the data active means activation above about 4.9%;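 further: 0% = median of compound wells and 100% = cells with positive control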
FBW7 act: human FBW7 E3 ligase activation, primary screen; Q969H0; AlphaScreen FBW7–phospho-cyclin E peptide binding, activator screen; normalized activity (activation), % at 26.1 µM; 0.13% of 650,000 active; in the data active means normalized activity above about 1.9%;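 further: purified mutant Fbw7 with reduced substrate affinity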
Target sequence (Q969H0 whole entry, looked up): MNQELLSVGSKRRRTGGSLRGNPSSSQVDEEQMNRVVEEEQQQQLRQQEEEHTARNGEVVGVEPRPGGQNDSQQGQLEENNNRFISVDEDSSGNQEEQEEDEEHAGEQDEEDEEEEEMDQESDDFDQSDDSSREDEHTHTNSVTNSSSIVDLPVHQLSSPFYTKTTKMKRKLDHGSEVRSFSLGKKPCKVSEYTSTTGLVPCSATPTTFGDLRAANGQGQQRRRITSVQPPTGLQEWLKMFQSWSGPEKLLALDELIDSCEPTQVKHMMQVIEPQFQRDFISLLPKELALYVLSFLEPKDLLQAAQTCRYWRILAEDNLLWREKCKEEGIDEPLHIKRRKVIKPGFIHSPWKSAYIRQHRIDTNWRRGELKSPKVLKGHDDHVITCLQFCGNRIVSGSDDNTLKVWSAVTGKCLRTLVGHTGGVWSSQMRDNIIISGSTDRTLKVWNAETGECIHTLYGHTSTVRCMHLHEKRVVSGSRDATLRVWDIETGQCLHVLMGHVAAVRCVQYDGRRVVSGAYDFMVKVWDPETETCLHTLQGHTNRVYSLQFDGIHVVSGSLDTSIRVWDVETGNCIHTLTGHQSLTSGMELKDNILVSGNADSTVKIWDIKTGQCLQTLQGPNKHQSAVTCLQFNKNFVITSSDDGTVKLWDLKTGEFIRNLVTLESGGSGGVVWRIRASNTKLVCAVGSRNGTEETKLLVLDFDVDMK
MITF primary: blocks human microphthalmia-associated transcription factor | O75030 | AlphaScreen MITF homodimerization, bead proximity signal | inhibition, % at 2.6 µM | 0.91% of 650,000 active; in the data active means inhibition above about 50%;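 further: 0% = vehicle wells with protein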
Starred values were filed as active, the others as inactive; . = not tested or not shown.

SMILES	TEAD-YAP inh	GPR151 ag	FBW7 act	MITF primary
Cc1sc2ncnc(-n3ncc(C#N)c3N)c2c1-c1ccc(F)cc1	-7.0	0.1	0.1	-0.7
O=C(NCc1ccccc1)c1cccc(Nc2cccnc2)n1	8.1	-0.6	0.6	1.5
CC(C)C(c1nnnn1CC1CCCO1)N1CCN(Cc2ccc3c(c2)OCO3)CC1 (stereo not drawn)	0.3	1.9	0.1	4.8
Cc1nc2sccn2c1C(=O)C(=O)Nc1c(C)n(C)n(-c2ccccc2)c1=O	-1.4	-1.0	0.0	-2.4
CCOc1ccc(N(C(C)C(=O)N2CCN(CC)CC2)S(C)(=O)=O)cc1 (stereo not drawn)	6.8	-0.1	0.1	7.8
Cc1cc(S(=O)(=O)N(CCCC(=O)O)Cc2ccc(Br)cc2)ccc1F	0.5	-0.4	0.1	-2.7
CCOCCCNC(=O)c1ccc(C)c(C)c1	-18.3	0.6	-0.1	3.1
O=C1CCCN1CCCNc1ncnc2nc(N3CCc4ccccc4C3)[nH]c12	-5.0	0.0	-0.1	18.4
C=CCN1C(=O)CC(c2ccccc2)=Nc2ccc(C)cc21	-32.6	-0.5	0.0	10.2
CCOc1cccc(NC(=O)/C(C#N)=C\c2cn(CC(=O)O)c3ccccc23)c1	11.9	0.0	-0.2	5.2
O=C1OC(c2ccc(Cl)cc2)=N/C1=C\c1ccccc1O	-4.5	-1.3	0.0	5.0
CC1=C(C(=O)OCc2ccccc2)C(c2ccccn2)C2=C(CC(c3ccc(Cl)cc3)CC2=O)N1 (stereo not drawn)	-8.2	1.6	0.0	-5.2
O=C(Cc1ccccc1[N+](=O)[O-])Nc1ccccc1C(=O)N1CCOCC1	2.8	4.3	-0.2	-5.8
O=C(CN1CCCCC1)N1N=C(c2c(-c3ccccc3)c3cc(Br)ccc3[nH]c2=O)CC1c1ccc(Br)cc1 (stereo not drawn)	0.6	2.2	-0.1	4.5
Cc1ccccc1Cn1ccc(NC(=O)C2=CC(c3ccco3)=NS(=O)(=O)N2C)n1	14.3	-1.5	0.2	14.7
CCN(CC)S(=O)(=O)c1ccc2[nH]c3nc(SCC(=O)Nc4ccc(F)c(F)c4)nnc3c2c1	-8.2	-1.2	0.1	7.5
CCCCOc1ccc(C(=O)NCc2n[nH]c(=S)n2-c2cccc(Cl)c2)cc1	-3.5	-0.4	0.2	-2.5
Cc1cc(-c2csc(-c3ccccn3)n2)c(C)n1Cc1ccco1	-3.3	0.4	-0.2	-4.8
COc1ccccc1CNc1c2c(nc3ncnn13)CCC2	6.3	0.3	-0.1	47.7
COc1ccc(-c2nc(C3CCCN3C(=O)[C@@H]3CCCC[C@@H]3C(=O)O)n3ccccc23)cc1 (stereo partly drawn)	0.3	-0.2	-0.7	-1.1
CSc1cccc(NC(=O)N[C@H]2C[C@H]3C(=O)N[C@@H]([C@@H](C)O)C(=O)N3C2)c1	-13.7	0.0	-0.2	-1.1
COc1ccc(-c2cc(C(=O)NCC(C)C)no2)cc1	-63.0	-0.1	0.1	10.7
O=C1NC2(CCN(C(=O)c3ccccn3)CC2)Oc2ccccc21	-4.2	-0.4	0.1	7.9
Cc1nc(-c2cncc(-c3cccs3)c2)cc(N2CCN(c3ccccn3)CC2)n1	3.4	-1.4	0.7	14.8
O=C(C[n+]1cn(C(F)F)c2ccccc21)c1ccc(OC(F)F)cc1	-80.2	-0.8	0.0	1.4

Going on with the list.
SMILES	TEAD-YAP inh	GPR151 ag	FBW7 act	MITF primary
CN1C(=O)C(=Cc2ccc3c(c2)OCO3)C(=O)N(C)C1=S	1.6	-1.4	-0.4	-5.5
CCC(C)n1c(SCC(=O)NCc2ccc(C)cc2)nc2ccsc2c1=O (stereo not drawn)	1.0	-0.6	-0.1	-0.8
CCOC(=O)c1c(C)nc2c(C#N)cnn2c1C	-1.3	-0.8	-0.1	10.4
CCCN(CCC)C(=O)Cn1nc(CC)n2c(cc3sc(C)cc32)c1=O	0.0	0.4	0.0	17.1
Cc1cccc(N(CC(O)CON=C2c3ccccc3-c3ccccc32)S(C)(=O)=O)c1 (stereo not drawn)	8.9	-1.0	1.3	16.1
CCOC(=O)C1CCN(C(=O)C(Cc2ccccc2)NS(=O)(=O)c2ccc(Br)cc2)CC1 (stereo not drawn)	10.4	-0.8	0.0	10.4
C[N+]1(CC2COC3(CCCC3)O2)CCCC1 (stereo not drawn)	0.6	-0.3	0.0	12.5
CCCCCN(CCCCC)C(=O)c1ccccc1C(=O)Nc1ccc(Cl)cc1Cl	-4.8	1.5	-0.2	-1.2
COC(=O)CSc1nnc(C2COc3ccccc3O2)n1-c1ccccc1 (stereo not drawn)	-9.1	1.1	0.2	24.4
CSc1ccccc1C(=O)Oc1coc(CSc2nccn2C)cc1=O	1.3	1.9	-0.1	-7.1
COc1ccc(CCNC(=O)CCn2c(SCC(=O)NCC3CCCO3)nc3ccccc3c2=O)cc1OC (stereo not drawn)	-6.1	0.2	0.3	9.5
Cc1ccc(C(=O)C2=C(O)C(=O)N(Cc3cccnc3)C2c2ccc(N(C)C)cc2)o1 (stereo not drawn)	-1.5	-1.8	0.1	4.8
COc1ccc(/C=C2/SC(=Nc3ccccc3)NC2=O)c(OC)c1	10.0	0.1	-0.1	2.1
O=C(Cn1[nH]c(=O)c2ccccc2c1=O)NNC(=O)c1cc2c(s1)CCCC2	4.9	0.5	-0.1	3.6
Cc1cc(C(=O)NCCN2Cc3ccccc3OC(c3ccccc3)C2)nc(C)n1 (stereo not drawn)	4.7	-0.7	0.1	-0.2
Nc1ccc(C(=O)NCc2ccc(F)cc2)cc1[N+](=O)[O-]	-6.2	-1.2	-0.1	-7.7
CCN1C(=O)CC(NCc2ccc3c(c2)OCO3)C1=O (stereo not drawn)	-8.2	-1.1	0.3	13.2
N#Cc1ccc(NC(=O)C(=O)NCc2ccco2)cc1	-0.9	-0.6	-0.1	4.4
CCCCC(=O)OCC(=O)Nc1ccc(C)c(F)c1	3.6	-1.0	0.2	9.5
CCOC(=O)C1=C(C)N=c2s/c(=C\c3c(C)[nH]c4ccccc34)c(=O)n2C1c1ccccc1 (stereo not drawn)	2.6	3.3	0.0	66.2*
COc1ccc(N(C)c2nnc(-c3ccc(NC(=O)c4ccc(F)cc4F)cc3)s2)cc1	8.9	-0.9	0.4	10.4
Cc1cc(C)nc(N2CCC(CNC(=O)CCc3ccccc3)CC2)n1	-5.2	1.1	-0.1	-3.5
O=c1[nH]c(=S)[nH]c(O)c1C=Nc1cc(Cl)ccc1Cl	-0.9	2.2	0.1	7.3
COc1ccc(-c2ccc(=O)[nH]n2)cc1	0.8	0.0	-0.2	-2.8
COc1ccc(NS(=O)(=O)c2cc3[nH]c(=O)c(=O)[nH]c3cc2C)cc1OC	-4.0	-1.8	0.1	3.6

Three entries from above, arranged by length of the SMILES, descending:
SMILES	TEAD-YAP inh	GPR151 ag	FBW7 act	MITF primary
O=C(CN1CCCCC1)N1N=C(c2c(-c3ccccc3)c3cc(Br)ccc3[nH]c2=O)CC1c1ccc(Br)cc1 (stereo not drawn)	0.6	2.2	-0.1	4.5
COc1ccc(-c2nc(C3CCCN3C(=O)[C@@H]3CCCC[C@@H]3C(=O)O)n3ccccc23)cc1 (stereo partly drawn)	0.3	-0.2	-0.7	-1.1
C[N+]1(CC2COC3(CCCC3)O2)CCCC1 (stereo not drawn)	0.6	-0.3	0.0	12.5

The list continues:
SMILES	TEAD-YAP inh	GPR151 ag	FBW7 act	MITF primary
COc1ccc(Cc2nnc(NC(=O)Nc3ccc(Cl)cc3)s2)cc1OC	4.5	1.2	0.0	8.8
CCOc1ccccc1C(=O)Nc1ccccc1O	-2.9	-0.4	-0.1	7.9
COC(=O)C1=CN(Cc2cccs2)C=C(C(=O)OC)C1c1ccc(F)cc1	12.7	0.3	0.7	-10.0
COc1cccc(Nc2ncnc3c2cnn3Cc2ccccc2)c1	-7.8	0.7	0.0	34.9
CCOC(=O)C1=C(O)/C(=C/c2ccc(N(C)C)cc2)N=C1C	-2.0	12.2*	-0.3	14.9
COC(=O)C1CC(=O)N(C)C12CCN(Cc1ccc3c(c1)CCCN3C)CC2 (stereo not drawn)	8.6	-0.5	-0.1	-0.9
CCNC(=O)/C(C#N)=C/c1c(Oc2ccccc2F)nc2c(C)cccn2c1=O	31.2	-1.5	-0.1	5.3
Cc1nn(C)c(Cl)c1CN1CCc2nnc(-c3ccccc3)n2CC1	-6.0	-0.8	-0.2	-8.7
CC(C)C(C(=O)Nc1cccnc1)N1C(=O)c2ccccc2C1=O (stereo not drawn)	-10.8	0.3	0.3	9.5
CC(=O)Nc1cccc(NC(=O)CSc2nc3c(=O)n(C)c(=O)n(C)c3n2C)c1	-1.9	-0.4	-0.1	10.8
O=C(NC(=S)NNC(=O)[C@H]1C[C@@H]1c1ccccc1)c1ccc(-c2ccccc2)cc1	-49.8	0.5	-0.2	11.0
CSc1ccc(/C=C2/C(=N)N3C(=NC2=O)SN=C3S(C)(=O)=O)cc1	2.1	0.3	0.2	-1.3
COC(=O)N1CCN(CCNC(=O)NCc2cccc3ccccc23)CC1	4.4	-0.2	-0.2	-3.9
O=C(COc1ccccc1)N/N=C/c1ccc([N+](=O)[O-])s1	1.1	0.2	0.0	0.7
COc1ccc(N2CCN(Cc3cccc(C(F)(F)F)c3)C2=O)cc1	-5.8	-0.6	-0.1	-8.5
CC(C)OCCCNC(=O)CCCn1c(=O)[nH]c2cc(Cl)ccc2c1=O	2.9	-0.9	0.7	16.2
CC(C)N(CCC#N)S(=O)(=O)c1ccc([N+](=O)[O-])cc1	5.8	1.4	-0.2	-1.4
COc1ccc(Cl)cc1NC(=O)Cc1noc2ccc(C)cc12	4.4	-1.1	0.0	12.6
N#Cc1cc2c(nc1SCC(=O)NCCc1ccccc1)CCC2	-69.4	-1.6	0.0	-10.2
O=C1/C(=C/c2cccc([N+](=O)[O-])c2)N=C(C2CCCCC2)N1c1ccc(Cl)cc1	-8.1	-0.8	1.3	14.0
CCOc1ccc(S(=O)(=O)N(CC(=O)NCCc2ccc(OC)c(OC)c2)c2ccccc2)cc1	1.6	1.3	0.1	-2.2
COc1ccc(CN2CCNC(=O)C2CC(=O)NC2C3CC4CC(C3)CC2C4)c(F)c1 (stereo not drawn)	3.2	-0.4	0.0	3.0
C=CCSc1nnc(Cc2c(C)[nH]c3ccccc23)o1	-11.5	0.0	-0.1	-3.1
Cn1cc(-c2cc(Nc3ccc(N4CCOCC4)c(F)c3)ncc2Cl)cn1	-10.5	-0.5	0.0	14.3
O=C(c1nc(-c2cccnc2)no1)N1CCC(N2CCCCC2)CC1	1.7	-0.2	-0.1	2.7

By substructure, the compounds so far with a nitro group on carbon.
SMILES	TEAD-YAP inh	GPR151 ag	FBW7 act	MITF primary
O=C(Cc1ccccc1[N+](=O)[O-])Nc1ccccc1C(=O)N1CCOCC1	2.8	4.3	-0.2	-5.8
Nc1ccc(C(=O)NCc2ccc(F)cc2)cc1[N+](=O)[O-]	-6.2	-1.2	-0.1	-7.7
O=C(COc1ccccc1)N/N=C/c1ccc([N+](=O)[O-])s1	1.1	0.2	0.0	0.7
CC(C)N(CCC#N)S(=O)(=O)c1ccc([N+](=O)[O-])cc1	5.8	1.4	-0.2	-1.4
O=C1/C(=C/c2cccc([N+](=O)[O-])c2)N=C(C2CCCCC2)N1c1ccc(Cl)cc1	-8.1	-0.8	1.3	14.0

More compounds follow.
SMILES	TEAD-YAP inh	GPR151 ag	FBW7 act	MITF primary
c1cncc(CN2CCc3c([nH]c4ccccc34)C2)c1	5.7	1.3	0.0	29.1
CC(C)(C)c1ccc(C(=O)Nc2cc(C(=O)N3CCN(c4ccccc4Cl)CC3)ccc2N2CC3CC(C2)c2cccc(=O)n2C3)cc1 (stereo not drawn)	-7.6	0.2	-0.1	6.0
Cc1cc(Oc2nc3c(C)cccn3c(=O)c2/C=C(\C#N)C(N)=O)ccc1Cl	1.3	0.2	0.0	11.7
CN1[C@@H](C(=O)N2CCN(c3ccc(F)cc3)CC2)C[C@@H](c2ccco2)NS1(=O)=O	4.5	0.2	0.0	4.1
O=[N+]([O-])c1c(NCCCO)cc(N2CCN(c3ccccc3Cl)CC2)c2nonc12	12.1	0.0	0.0	0.8
CCCCC[C@H](O)/C=C/[C@@H]1[C@H]2C/C(=C/CCCC(=O)O)O[C@H]2C[C@H]1O	.	2.6	.	0.3
C#CCN1C(=O)C(O)(CC(=O)c2ccc(Cl)cc2)c2ccccc21 (stereo not drawn)	-0.2	0.7	0.1	-2.5
Cc1csc(=Nc2ccc(S(=O)(=O)N3CCOCC3)cc2)n1Cc1ccco1	7.7	-0.5	-0.3	2.1
O=C(Nc1ccccc1Br)c1cc(S(=O)(=O)NCc2ccc(F)cc2)ccc1F	1.3	1.9	-0.1	5.8
CC(=O)c1cccc(-c2nc3ccc(C(=O)NCc4cccc(C(F)(F)F)c4)cc3s2)c1	-0.1	-1.8	0.0	-12.8
COc1ccc(NC(=O)c2cc(=O)c3ccccc3o2)cc1	-39.0	1.4	-0.2	-14.4
COc1ccc(CNC(C(=O)NC(N)=O)C(C)C)cc1OC (stereo not drawn)	-2.5	0.2	0.1	6.8
CCCCCCc1nc(-c2ccc(Cl)cc2)no1	4.4	-0.5	-0.1	-6.3
CC1=C(C(=O)Nc2cc(Cl)ccc2C)C(c2ccc(Cl)c([N+](=O)[O-])c2)NC(=O)N1 (stereo not drawn)	5.8	1.8	-0.1	3.1
CCOc1ccc(/C=C/C(=O)Nc2cccc(NC(=O)/C=C/c3ccc(OCC)cc3)n2)cc1	-30.7	-0.5	0.0	15.3
CN1C(=O)[C@H]2CN(Cc3ccc(F)c(F)c3)CCN2C(=O)[C@@H]1CO	3.3	-0.4	0.4	7.0
